SMN2 splice up: enhancers of SMN2 splice variant expression | HEK293 SMN2-luciferase splicing reporter, luminescence, 30-36 h | Potency, µM (top dose mostly 46.1 µM), without a hit: at the top dose activity change, positive = activation, most hits filed as activators | actives 2.8% (n = 210,000); further: % of control where 0% means no effect; nearly all actives have a fitted effect of over 55% in size
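HEK293 cells carry an SMN2 […]–luciferase reporter in which exon 7 inclusion puts luciferase in frame. Cells were plated 10-12 h before compound addition, then incubated 30-36 h at 37C. ONE-Glo luminescence was read; sodium butyrate at 4.5 mM final served as control.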
KDM4E inh: inhibitors of human JMJD2E histone demethylase; B2RXH2; JMJD2E catalytic domain, FDH-coupled NADH fluorescence (FDH is formaldehyde dehydrogenase); Potency, µM (top dose mostly 57.1 µM), for inactives: at the top dose activity change, negative = inhibition, hits mostly inhibitors; actives 1.6% (n = 230,000); AID 2147; active means well fitted inhibition curve with a large enough effect, not every such curve was filed as active; inconclusive means small, poorly fitted or top-dose-only effect, or another doubt; inactive means no such curve, though single readings can be large or run the other way;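 further: 0% = wells with enzyme and -100% = buffer wells without enzyme; nearly all actives have a fitted effect of over 50% in size; many of its hits are not listed in these tables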
Luc counter: blocks Kinase-Glo luciferase, a counter-screen artifact | AID 1379 | actives 0.28% (n = 200,000) | Potency, µM (series often up to 38.3 µM), without a hit: top-dose activity change, negative = inhibition, usual class: inhibitors | Kinase-Glo luciferase, ATP luminescence, 8 min | Q27757; further: on the % scale 0 is the no-effect control and ±100 the full control effect; nearly all actives have a fitted effect of over 60% in size
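Light output from Kinase-Glo luciferase with luciferin and 10 uM ATP in 50 mM imidazole pH 7.2, KCl, MgCl2, Tween 20, BSA; compound pin-delivered, 8-min ambient incubation, then luminescence read.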
IMPase Li inh: cell-permeable IMPase inhibitors with lithium potentiation. CHO-M1 cells, IP1 TR-FRET (IP-One), carbachol + lithium. Potency, µM (series often up to 59.4 µM), for the others: at the highest dose activity, negative = IMPase inhibition, usual class: inhibitors. actives 0.35% (n = 210,000). AID 1457;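 further: IP1 builds up when IMPase is blocked and the TR-FRET signal falls; plate controls were basal vehicle for no effect and high inhibitor control for full effect; nearly all actives have a fitted effect of over 50% in size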
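IP1 accumulation measured by competitive TR-FRET in lysed CHO-M1 cells after 30 min compound exposure at 37C, with a small lithium addition to potentiate weak responses. Hill-equation AC50 from ratio and donor-channel data.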
Epigenetic derep: epigenetic control regulation, reporter derepression | murine LDR cells, GFP reporter derepression, 30 h | Potency, µM (series often up to 53.9 µM), inactives show at the top dose GFP activation, hits mostly activators | actives 0.2% (n = 280,000) | AID 1865; further: % of control where 0% means no effect; nearly all actives have a fitted effect of over 60% in size
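Derepression of a silenced CMV-GFP reporter in murine LDR cells is scored by enumerating GFP-positive cells with a laser-scanning microplate cytometer after 30 hours of treatment at 37 C.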
NPSR antagonist: neuropeptide S receptor (human) antagonism, cAMP; AID 1461; CHO-NPSR cells, cAMP TR-FRET, antagonist mode; actives 1% (n = 220,000); Potency, µM (series often up to 38.3 µM), without a hit: top-dose activity change, negative = inhibition, hits mostly inhibitors; Q6W5P4; further: on the % scale 0 is the no-effect control and ±100 the full control effect; nearly all actives have a fitted effect of over 50% in size; many of its hits are not listed in these tables
Target sequence (Q6W5P4 whole entry, looked up): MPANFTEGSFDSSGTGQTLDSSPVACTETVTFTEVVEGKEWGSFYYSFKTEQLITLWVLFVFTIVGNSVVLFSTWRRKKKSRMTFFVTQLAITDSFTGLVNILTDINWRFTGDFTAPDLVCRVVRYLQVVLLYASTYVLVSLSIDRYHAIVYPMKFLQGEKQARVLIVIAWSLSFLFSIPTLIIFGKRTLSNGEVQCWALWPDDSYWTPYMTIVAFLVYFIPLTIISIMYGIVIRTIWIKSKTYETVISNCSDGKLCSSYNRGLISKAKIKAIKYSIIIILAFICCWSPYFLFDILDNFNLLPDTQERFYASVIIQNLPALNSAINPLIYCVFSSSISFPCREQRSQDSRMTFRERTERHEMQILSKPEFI
RGS12 GoLoco inh: blocks human Gai1 binding to RGS12 GoLoco peptide, red readout | P63096 | Gai1:RGS12 GoLoco peptide FP, rhodamine, 10 min | Potency, µM (titrated, usually from 61.6 µM), for the others: at the highest dose activity, negative = inhibition, most hits filed as inhibitors | actives 0.44% (n = 230,000) | AID 880; active means well fitted inhibition curve with a large enough effect, not every such curve was filed as active; inactive means no such curve, though single readings can be large or run the other way; further: on the % scale 0 is the no-effect control and ±100 the full control effect; nearly all actives have a fitted effect of over 30% in size; many of its hits are not listed in these tables
Target sequence (P63096 whole entry, looked up): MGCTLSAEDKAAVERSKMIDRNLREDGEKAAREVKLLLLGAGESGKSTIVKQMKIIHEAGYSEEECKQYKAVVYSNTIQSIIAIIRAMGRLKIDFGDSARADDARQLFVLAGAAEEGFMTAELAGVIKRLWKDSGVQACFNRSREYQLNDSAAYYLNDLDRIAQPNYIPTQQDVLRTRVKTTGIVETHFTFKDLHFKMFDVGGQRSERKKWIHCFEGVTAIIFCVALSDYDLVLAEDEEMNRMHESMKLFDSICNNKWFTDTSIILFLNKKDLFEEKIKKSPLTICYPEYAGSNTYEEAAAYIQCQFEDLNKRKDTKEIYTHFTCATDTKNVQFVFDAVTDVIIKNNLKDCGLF
RECQ1 helicase: RECQ1 (human) helicase inhibition; P46063; RECQ1 DNA unwinding, red fluorescence kinetic read; Potency, µM (titrated, usually from 57.3 µM), without a hit: at the top dose activity, negative = inhibition, actives largely listed as inhibitors; actives 0.54% (n = 240,000); AID 2549;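 further: plate controls were vehicle for no effect and no enzyme for full effect; nearly all actives have a fitted effect of over 30% in size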
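50 nM RECQ1T1 preincubated 15 min with compound in Tris pH 8.0 buffer with MgCl2, DTT, Tween-20 and 2.5 ug/ml poly(dI-dC); started with 200 nM TAMRA/BHQ-2 forked duplex and 2 mM ATP. Unwinding read as fluorescence (525/598 nm), two reads 2 h apart.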
Numbers without * were called inactive; i = inactive; ? = inconclusive; nt = not tested or not shown; [ ] = another dose, or the depositor's remark. Unless noted, the call rests on the fitted dose curve; in most records, active means well fitted curve in the direction sought with a large enough effect; inconclusive means small, poorly fitted or top-dose-only effect, or another doubt; inactive means no such curve, though single readings can be large; an effect the other way counts as inactive or inconclusive. Potency means the concentration at half of the fitted maximal effect. The list is partial; rates above refer to the full screens.

Preview:
SMILES	SMN2 splice up	KDM4E inh	Luc counter	IMPase Li inh	Epigenetic derep	NPSR antagonist	RGS12 GoLoco inh	RECQ1 helicase
Cc1ccc(Cc2cncc(O)c2)cc1S(=O)(=O)O	28%	4%	6%	26%[38.3 µM]	0.0%	-9%[46.1 µM]	21%	?
CS(=O)(=O)c1ccc(C(=O)OCc2nnc(-c3ccccc3)o2)cc1[N+](=O)[O-]	20%	-8%	-2%	32%[activator]	3.6%	-30%	3%	-11%
O=C1c2ccccc2C(=O)N1Cc1ccccn1	-5%	11%	-1%	5%	1.1%	13%	6%	i
COc1ccc(C(=O)N2CC(=O)N(CCc3ccccc3)C(=O)C2)cc1OC	-5%	1%	-2%	-4%[38.3 µM]	-1.0%	-3%[46.1 µM]	-4%	-2%
COc1cc2c(cc1OC)-c1cc(OCc3cccnc3)nc(=O)n1CC2	28%	?	-1%	9%[38.3 µM]	1.8%	-1%[46.1 µM]	22%	2%
O=c1[nH]ccc2c(O)cccc12	-11%	?	-3%	12%	-0.1%	7%[46.1 µM]	5%	-3%
CCn1cnc2cc(NCc3ccc(OC)cc3)ccc21	23%	?	-5%	0%[38.3 µM]	1.3%	-9%[46.1 µM]	10%	-6%
Cc1nc2ccc(NC(=O)Cc3ccc4c(c3)OCCO4)cc2s1	3%	-12%	2%	3%	0.0%	-8%[46.1 µM]	-5%	-3%
O=C(CSc1ccc2nnc(-c3cccc(F)c3)n2n1)NCC1CCCO1 (stereo unspecified)	-6%	?	1%	-25%[38.3 µM]	-1.8%	15%[46.1 µM]	5%	-8%

The list itself, repeating the preview:
SMILES	SMN2 splice up	KDM4E inh	Luc counter	IMPase Li inh	Epigenetic derep	NPSR antagonist	RGS12 GoLoco inh	RECQ1 helicase
Cc1ccc(Cc2cncc(O)c2)cc1S(=O)(=O)O	28%	4%	6%	26%[38.3 µM]	0.0%	-9%[46.1 µM]	21%	?
CS(=O)(=O)c1ccc(C(=O)OCc2nnc(-c3ccccc3)o2)cc1[N+](=O)[O-]	20%	-8%	-2%	32%[activator]	3.6%	-30%	3%	-11%
O=C1c2ccccc2C(=O)N1Cc1ccccn1	-5%	11%	-1%	5%	1.1%	13%	6%	i
COc1ccc(C(=O)N2CC(=O)N(CCc3ccccc3)C(=O)C2)cc1OC	-5%	1%	-2%	-4%[38.3 µM]	-1.0%	-3%[46.1 µM]	-4%	-2%
COc1cc2c(cc1OC)-c1cc(OCc3cccnc3)nc(=O)n1CC2	28%	?	-1%	9%[38.3 µM]	1.8%	-1%[46.1 µM]	22%	2%
O=c1[nH]ccc2c(O)cccc12	-11%	?	-3%	12%	-0.1%	7%[46.1 µM]	5%	-3%
CCn1cnc2cc(NCc3ccc(OC)cc3)ccc21	23%	?	-5%	0%[38.3 µM]	1.3%	-9%[46.1 µM]	10%	-6%
Cc1nc2ccc(NC(=O)Cc3ccc4c(c3)OCCO4)cc2s1	3%	-12%	2%	3%	0.0%	-8%[46.1 µM]	-5%	-3%
O=C(CSc1ccc2nnc(-c3cccc(F)c3)n2n1)NCC1CCCO1 (stereo unspecified)	-6%	?	1%	-25%[38.3 µM]	-1.8%	15%[46.1 µM]	5%	-8%
CC1=C(C#N)C(c2cccnc2)C2=C(CCCC2=O)N1 (stereo unspecified)	-9%	?	4%	2%	-1.0%	22%	-1%	1%
c1ccc(Sc2ncnc3c2oc2ccccc23)nc1	46%	-14%	-3%	21%[38.3 µM]	-1.0%	8%[46.1 µM]	2%	-11%
O=C(c1ccccc1)N1CCN(CC(O)Cn2ccc3ccccc32)CC1 (stereo unspecified)	nt	?	nt	nt	0.0%	8%	6%	i
CC1=C(C(=O)OCC(C)C)C(c2cccc(F)c2)N2C(=O)C(C)SC2=N1 (stereo unspecified)	-29%	3%	-1%	29%[38.3 µM]	0.0%	?	5%	28%
CCOC(=O)C1CCCN(c2c(Nc3cccc(C)c3)c(=O)c2=O)C1 (stereo unspecified)	11%	-1%	2%	6%[38.3 µM]	3.7%	-3%[46.1 µM]	10%	-6%
O=[N+]([O-])c1nn(-c2ccc3c(c2)OCCO3)n(O)c1=NC1CCN(Cc2ccccc2)CC1	nt	-1%	nt	17%	-1.1%	4%	-8%	-8%
CC1CCN(CCCCOc2ccc([N+](=O)[O-])cc2)CC1	nt	5%	nt	nt	-1.0%	-9%[46.1 µM]	nt	i
CC1CN(C(=O)c2cccc(COc3ccccc3Cl)c2)CC(C)O1 (stereo unspecified)	11µM*	1%	1%	12%	-6.2%	-19%	-3%	i
Cn1ncc2c(NNC(=O)C3CCCCC3)ncnc21	4%	1%	0%	-1%	1.6%	13%	0%	i
CCC1CCCCN1C(=O)c1cc2cc(Br)ccc2oc1=O (stereo unspecified)	-15%	2%	1%	13%[38.3 µM]	0.8%	-10%[46.1 µM]	6%	-3%
O=C(O)CC(C(=O)Nc1ccc(Cl)cc1Cl)C1CCCO1 (stereo unspecified)	nt	-3%	nt	-5%	-0.2%	20%	3%	-9%
CCOc1ccc(-c2ccc(SCC(=O)N3CCN(c4ccccc4)CC3)nn2)cc1	-16%	-2%	2%	0%	-1.1%	-16%	4%	0%
Cc1cccc(NS(=O)(=O)c2ccccc2)n1	3%	?	-3%	-9%[38.3 µM]	-1.0%	1%[46.1 µM]	-3%	-1%
CCOCCCNC(=S)NNC(=O)CCn1nc(C)c(Br)c1C	-5%	-2%	20%	23%[38.3 µM]	3.1%	-8%[46.1 µM]	5%	11%
CC(=O)N1CCN(C(=O)CC2OC(=O)c3ccccc32)CC1 (stereo unspecified)	7%	-3%	0%	10%[38.3 µM]	1.2%	-28%[46.1 µM]	-2%	12%
COc1cc(/C=C/C(=O)OCC(=O)NCc2ccco2)cc(OC)c1OC	8%	?	-1%	3%	0.0%	6%	5%	-1%
CCNC(=O)NC(=O)C(C)Sc1nc2ccccc2n1CC(C)C (stereo unspecified)	-8%	-7%	-1%	3%[38.3 µM]	-1.2%	-26%[46.1 µM]	8%	i
Cc1ccccc1NC(=O)c1ccc(NC(=O)C2CC(=O)OC23CCCCC3)cc1 (stereo unspecified)	2%	?	-3%	5%	1.1%	1%	-1%	i
C/C(=N\OCC(=O)N/N=C/c1ccccc1O)c1cccs1	8%	22µM*	-3%	20%[38.3 µM]	-1.0%	-13%[46.1 µM]	-2%	-12%
C=C(C)COc1ccc(-c2nc(N)ncc2-c2ccccc2OC)c(O)c1	nt	-4%	nt	nt	1.2%	?	0%	i
CCOC(=O)c1sc2nc(NC(=O)C3CCCCC3)sc2c1C	-17%	?	-3%	?	0.8%	-2%[46.1 µM]	-3%	-4%
CCCc1nnc(SCC(=O)N2CCCCC2C)n1CCCOC (stereo unspecified)	15%	4%	0%	-17%[38.3 µM]	0.9%	9%[46.1 µM]	-18%	-5%
Cc1nc2cc(C(F)(F)F)ccc2n1C1CCN(C(=O)N2CCOCC2)CC1	-12%	6%	-6%	-4%[38.3 µM]	-2.1%	-6%[7.67 µM]	7%	-1%
CCCCN(C(=O)CSc1cc(C)c2ccccc2n1)c1c(N)n(Cc2ccccc2)c(=O)[nH]c1=O	28%	8%	2%	0%	0.0%	3%	-10%	-6%
Cc1ccc(C(=O)Nc2ccc3cn[nH]c3c2)cc1S(=O)(=O)N1CCCCC1	1%	-2%	-7%	30%[38.3 µM]	1.1%	?	13%	i
Cn1ncc(Cl)c1C(=O)Nc1cccnc1	-8%	0%	2%	6%[38.3 µM]	0.1%	-2%[46.1 µM]	-1%	-10%
Cc1cc(/C=C(\C#N)C(=O)O)c(C)n1CC1CCCO1 (stereo unspecified)	-5%	-4%	1%	-7%	-3.2%	8%	39%[activator]	0%
O=C(c1ccc(F)cc1)C1CCN(C(=O)Nc2ccccc2Cl)CC1	-10%	11%	0%	1%	-0.1%	-3%	8%	-14%
O=C(Nc1nc2ccc(S(=O)(=O)N3CCCCC3)cc2s1)C1CCCO1 (stereo unspecified)	?	-2%	1%	17%[38.3 µM]	-1.2%	-9%[46.1 µM]	3%	-2%
COc1cccc2sc(NNC(=O)C3COc4ccccc4O3)nc12 (stereo unspecified)	-42%	-9%	-2%	5%	-2.1%	-18%	5%	i
Cc1c(Br)c([N+](=O)[O-])nn1CC(=O)N1CCc2ccccc21	4%	-5%	-1%	1%	1.1%	8%	1%	i
COc1ccc(/C(C)=N/N2C(=O)c3ccccc3NC2c2ccc(O)c(OC)c2)cc1 (stereo unspecified)	nt	?	nt	-1%	-1.2%	-6%	3%	i
Cc1ccc(SC(c2ccccc2)C(Cn2cncn2)C(=O)c2ccccc2)cc1 (stereo unspecified)	-5%	-2%	-2%	16%[38.3 µM]	1.4%	-18%[46.1 µM]	-1%	i
CC(c1nnc(SCC(=O)c2c(N)n(C)c(=O)n(C)c2=O)n1-c1ccc(Cl)cc1)N(C)C (stereo unspecified)	-10%	9%	-6%	-10%[38.3 µM]	4.8%	-7%[46.1 µM]	11%	-9%
COc1ccc(CCN(C(=O)c2ccccc2)C2=CC3CCC(C2)N3C)cc1OC (stereo unspecified)	0%	1%	0%	-8%[38.3 µM]	0.0%	3%[46.1 µM]	4%	-8%
Cc1ccc(C(=O)N/N=c2\sc3ccccc3n2C)cc1	9%	-6%	-5%	12%	0.0%	-27%[46.1 µM]	2%	-2%
COc1cc(C(=O)Nc2nnc(C)s2)c([N+](=O)[O-])cc1OC	nt	0%	nt	nt	4.0%	-8%	13%	11%

Screening data from PubChem.
